# tim23-1 inh: growth inhibitors of tim23-1 mutant yeast, primary screen, luminescence, uHTS; S. cerevisiae tim23-1 growth, BacTiter-Glo luminescence, 24 h; inhibition, % at 20 µM; hit rate 1.3% among 330,000;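 active means growth inhibition of the mutant yeast at or above 50%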;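 further: temperature-sensitive mutant grown at 25 °C; plate controls were DMSO-treated mutant yeast for no effect and medium wells lacking yeast for full effect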
# APJ antagonist: antagonists of human apelin receptor APJ, primary screen, CHO-K1 cells, beta-arrestin complementation, luminescence | inhibition, % at 20 µM | hit rate 0.32% among 330,000;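 active means inhibition above about 40% at 20 µM, limit read from the data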;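 further: cells challenged with 10 nM apelin-13 agonist together with compound; plate controls were apelin-13 plus DMSO wells for no effect and DMSO wells lacking apelin-13 for full effect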
# Target sequence (P35414 whole entry, looked up): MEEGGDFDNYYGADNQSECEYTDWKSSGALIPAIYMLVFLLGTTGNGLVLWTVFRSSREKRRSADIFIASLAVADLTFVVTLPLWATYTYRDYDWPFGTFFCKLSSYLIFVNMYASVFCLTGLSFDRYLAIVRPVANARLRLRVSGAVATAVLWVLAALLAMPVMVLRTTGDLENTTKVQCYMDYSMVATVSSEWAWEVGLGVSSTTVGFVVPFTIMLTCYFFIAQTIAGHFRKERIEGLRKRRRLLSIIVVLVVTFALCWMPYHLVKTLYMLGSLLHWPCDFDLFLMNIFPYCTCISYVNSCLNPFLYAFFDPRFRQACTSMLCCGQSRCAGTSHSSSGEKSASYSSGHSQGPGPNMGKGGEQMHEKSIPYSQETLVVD
# GRIN3A LBD mod: binders of NR3A ligand-binding domain, primary screen, biophysical, differential scanning fluorimetry, uHTS. NR3A LBD differential scanning fluorimetry, Tm shift; 0% = protein alone, 100% = glycine-bound protein. hit rate 2.5% among 340,000. AID 1259313, 2017. Glutamate receptor ionotropic, NMDA 3A (GRIN3A) ligand-binding domain. Tm shift relative to glycine control, % at 25 µM;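 active means melting temperature shift of at least 10% of the positive control shift, at one fixed dose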
# NALP3 yeast inh: NALP3 inflammasome inhibitors in reconstituted yeast, primary screen, luminescence, uHTS. Yeast reconstituted NLRP3/ASC/caspase-1, beta-gal luminescence, 24 h. hit rate 0.39% among 330,000. AID 2825, 2010. inhibition, % at 10 µM;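 active means inhibition of 50% or more; inactive means inhibition below 50%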;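 further: plate controls were induced DMSO wells for no effect and uninduced yeast grown without galactose for full effect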
# beta cell repl: inducers of MIN6 beta-cell proliferation, primary screen, ATP luminescence, uHTS; MIN6 cells proliferation, ATPlite luminescence, 48 h; cells starved in 0.2% serum; 100% = growth in 10% serum; hit rate 0.29% among 330,000; AID 2380, 2010; proliferation, % at 10 µM;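 active means compounds whose signal lies at least 3.5 SD above the mean of all wells on their plate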;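 further: 0% = DMSO-treated cells in low-serum medium and 100% = 10% serum control; some compounds called inactive have numbers as strong as hits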
# MPTP inh: mitochondrial permeability transition pore inhibitors, primary screen, biochemical, isolated mouse mitochondria, absorbance. Ca2+ swelling absorbance, 30 min. inhibition, % at 10 µM. hit rate 1.4% among 360,000. AID 602449, 2012;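 active means inhibition of 50% or more, scaled per plate between neutral and stimulator controls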;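 further: 0% = DMSO wells given calcium and 100% = 1 mM EGTA wells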
# TIM10 inh: growth inhibitors of isogenic TIM10 control yeast, primary screen, counter-screen for tim10-1 yeast inhibitor project, luminescence, uHTS. AID 463195, 2010. inhibition, % at 10 µM. hit rate 1.4% among 330,000. S. cerevisiae TIM10 strain growth, BacTiter-Glo luminescence, 24 h;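 active means inhibition of 40% or more at the single tested concentration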;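 further: wild-type TIM10 isogenic control strain grown at permissive 25 °C; 0% = DMSO yeast wells and 100% = minimal medium wells without yeast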
# tim10-1 inh: growth inhibitors of tim10-1 mutant yeast, primary screen, luminescence, uHTS. S. cerevisiae tim10-1 ts strain growth, BacTiter-Glo, 24 h. hit rate 2.2% among 330,000. inhibition, % at 20 µM;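 active means inhibition of at least 40%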;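 further: mutant grown at 25 °C; 0% = DMSO wells with yeast and 100% = wells holding no yeast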
# APJ ag: agonists of human apelin receptor APJ, primary screen, CHO-K1 cells, PathHunter beta-arrestin, luminescence; hit rate 0.11% among 330,000; P35414; activation, % at 20 µM; 0% DMSO wells, 100% apelin;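 active means activation more than six SD over the plate average, tested at 20 µM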;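 further: 0% = DMSO alone and 100% = apelin-13 at 10 nM; some results filed as inactive read as strong as hits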
#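 Test system: CHO-K1 APJ beta-arrestin complementation cell line | Compound: Single test compound dose, 20 µM final, 1% DMSO | Incubation: Compound 90 min 25 °C, reagent 1 h | Measured by: beta-gal luminescence | Read-out basis: APJ–arrestin association signal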
# * = called active by the depositor.
SMILES,tim23-1 inh,APJ antagonist,GRIN3A LBD mod,NALP3 yeast inh,beta cell repl,MPTP inh,TIM10 inh,tim10-1 inh,APJ ag
O=C(NCc1ccc2c(c1)OCO2)c1ccc(Br)o1,17,-1,-1,8,0,-0.7,10,7,-2
N/C(=N\OC(=O)c1ccc(=O)n(Cc2ccc(Cl)cc2)c1)c1ccccn1,53*,-38,0,-1,-1,1.6,54*,67*,7
CCN(CC)C(=O)CSc1ncccc1-c1nc2ccccc2[nH]1,26,9,-1,9,-1,-0.2,20,15,-2
Cc1ccc(N2CC(NC(=O)N3CCN(C(=O)c4ccco4)CC3)CC2=O)cc1 (stereo not given),-17,5,0,11,-2,1.1,-12,-22,-2
NC(=O)C1CCN(CC(=O)Nc2ccccn2)CC1,12,-7,2,14,-3,1.4,-7,9,3
Nc1c(Cl)cc2c(c1Oc1ccccc1)C(=O)c1ccccc1C2=O,66*,6,-13,39,-4,1.8,54*,52*,2
O=C1C2C3CCCC3=C3CCCC3C2C(=O)N1c1ccc(F)cc1 (stereo not given),32,4,0,11,-1,-0.9,18,27,1
O=c1[nH]c(CN2CCN(S(=O)(=O)c3ccc4ccccc4c3)CC2)nc2ccccc12,12,-5,0,-3,-2,-1.2,11,21,-1
CN1COc2ccc3ccccc3c2C1,16,-16,0,2,-4,0.9,7,9,-1
CCN(C(=O)CSc1ncccc1C(=O)OC(C)C)c1cccc(C)c1,42,16,2,14,-1,-1.0,15,42*,-1
CC(=O)N1CCCc2cc(S(=O)(=O)N3CCCC(C(=O)N4CCN(c5cc(C)ccc5C)CC4)C3)ccc21 (stereo not given),10,-1,-3,17,-5,19,11,14,7
Cc1cc(C(=O)Nc2ccccc2C)on1,19,10,-1,-2,-3,-1.4,0,19,0
CCOC(=O)c1cc(-c2ccccc2)n(CC(=O)Nc2cc(OC)cc(OC)c2)c1C,11,0,5,10,0,38,20,26,0
Fc1ccccc1-c1nnc2n1N=C(c1ccc(OC(F)F)c(OCC3CC3)c1)CS2,16,11,-5,8,7,2.1,-2,4,1
CN(C)CCCN(C(=O)CCc1ccccc1)c1nc2ccc(Cl)cc2s1,-8,5,1,26,-5,93*,27,-31,-3
c1ccc(Nc2nc(-c3ccccc3)nc3ccccc23)cc1,65*,-27,11*,30,-4,0.8,27,47*,-1
CC(NC(=O)c1ccco1)c1cccc2ccccc12 (stereo not given),15,-11,0,7,-4,4.1,-13,10,-4
CCOc1cc(C(=O)OCc2ccc(OC)cc2)ccc1OCC(=O)N1CCOCC1,13,12,-1,12,-1,0.3,10,-2,-4
Cc1noc(C)c1S(=O)(=O)Nc1ccc(C(C)C)cc1,32,17,0,39,-1,-0.1,16,12,-4
Cc1ccsc1C(=O)NNC(=O)C1CC=CCC1C(=O)O (stereo not given),17,-8,1,2,-1,-0.8,2,-4,-2
Cc1c(C(=O)N2CCCC2)oc2ccc(Br)cc12,33,9,-1,33,-1,-0.4,-21,19,-4
CCC(C)N(C(=O)CSc1ncnc2c1cnn2-c1ccccc1)C1CCS(=O)(=O)C1 (stereo not given),-2,9,1,11,0,-0.3,6,10,1
CC(C)Cc1nc(N2CCCCC2)c(C#N)c2c1CCC2,-10,20,3,7,-2,-0.8,13,4,-2
Cc1ccc(S(=O)(=O)CCC(=O)OCC(=O)N(C)C2CCS(=O)(=O)C2)cc1 (stereo not given),-15,-5,0,9,1,-0.9,-8,-22,-5
CC(=O)Nc1ccc(S(=O)(=O)Nc2cc([N+](=O)[O-])ccc2C)cc1,10,11,0,12,-2,-2.0,-13,21,-2

# (cont.)
SMILES,tim23-1 inh,APJ antagonist,GRIN3A LBD mod,NALP3 yeast inh,beta cell repl,MPTP inh,TIM10 inh,tim10-1 inh,APJ ag
CCN(CC(=O)Nc1ccc(OC)cc1)C(=O)COc1cccc2c1OC(C)(C)C2,28,4,1,-5,-1,0.3,13,20,-5
CCOC(=O)C1=C(C)NC(C)=C(C(=O)OCC)C1C(=O)OCC(N)=O,-12,8,0,-11,2,-2.7,-5,3,-3
Oc1ccccc1-c1cc(-c2ccccc2)no1,35,11,19*,55*,-3,0.5,-19,-55,4
Cn1cnnc1SCC(=O)Nc1ccc(Cl)cc1,-7,8,2,18,-3,-0.6,-2,6,0
O=C(COC(=O)c1ccc(Cl)nc1)Nc1cc(S(=O)(=O)N2CCCCC2)ccc1Cl,-56,-15,-5,2,-1,-1.0,-93,-44,-4
CC(=O)Nc1ccc(C(=O)OCCC(C)C)cc1,28,6,1,13,-1,-0.3,25,27,0
CN(C)CCN(C(=O)c1cccc(N2C(=O)CCC2=O)c1)c1nc2ccc(Br)cc2s1,14,19,2,11,-2,-0.1,-5,10,-5
COc1cccc(NS(=O)(=O)c2cc3[nH]c(=O)c(=O)[nH]c3cc2C)c1,-9,-4,-4,10,2,-2.0,-1,-1,2
O=C(c1cc(F)c(F)cc1Cl)N1CCN(S(=O)(=O)c2cccs2)CC1,13,26,0,17,-2,-3.2,0,7,10
c1ccc(CN(Cc2ccccc2)Cc2nnc(-c3cc4ccccc4[nH]3)s2)cc1,2,-1,-5,21,-4,-0.5,-4,-3,0
COc1ccc2c(c1)[nH]c1c(N3CCSCC3)ncnc12,17,-27,1,9,-6,36,16,7,-2
Cc1c(Br)c(C(=O)NNC(=O)c2ccc(C(C)(C)C)cc2)nn1C,17,12,2,12,0,4.6,7,21,-2
Cc1cccn2c(=O)c3cc(C(=O)NCCc4ccccc4)sc3nc12,5,17,-2,14,7.4*,-0.6,3,0,1
COC(=O)CNC(=O)C(Cc1ccccc1)NS(=O)(=O)c1ccc2c(c1)c(=O)n(C)c(=O)n2C (stereo not given),3,26,0,13,-1,-0.2,2,-8,-2
CCOC(=O)C(=NC(C)CC)NNc1cccc(C(F)(F)F)c1 (stereo not given),-3,-80,-6,22,-4,12,13,-24,4
CCC(=O)Nc1cccc(NC(=O)CSc2nnc(-c3ccc(NS(C)(=O)=O)cc3)n2C)c1,11,-6,-1,6,-3,-0.9,2,11,0
CC(=O)c1ccc(N2CCN(S(=O)(=O)c3ccc4c(c3)CC(=O)N4C)CC2)cc1,11,4,5,9,-2,-1.2,13,4,0
COc1ccc(C(=O)COC(=O)C2CCN(c3ccc(C(F)(F)F)cn3)CC2)c(OC)c1,11,14,-2,1,-6,-0.5,2,8,-2
CCCCNC(=O)c1ccc2c(c1)N(CC)C(=O)c1ccccc1S2(=O)=O,1,8,3,18,-5,-2.0,0,0,-2
OC(c1cccs1)(c1cccs1)C1C[N+]2(CF)CCC1CC2 (stereo not given),0,2,0,15,2,-0.1,1,-5,1
CCOc1ccc(C(=O)Nc2ccc(Cl)cn2)cc1Cl,21,7,25*,18,-3,0.7,19,9,0
COC(=O)[C@@H]1C[C@@]2(O)[C@H](O)[C@H](O)[C@H](O)C[C@H]2N1CC(c1ccccc1)c1ccccc1,4,6,-1,10,-1,1.2,-1,0,0
Cc1ccccc1N1CCN(C2CCCN(C(=O)c3cn4cccc(C)c4n3)C2)CC1 (stereo not given),15,15,0,27,-1,0.5,8,12,4
CN(CCNC(=O)C1CCN(c2ncnc3c2nc2n3CCCCC2)CC1)Cc1ccccc1,-14,24,-2,21,5,2.4,-14,-1,-3
O=C1Nc2ccccc2/C1=C/c1cccnc1,40,10,0,-2,-2,-0.8,51*,49*,-1

# (continued)
SMILES,tim23-1 inh,APJ antagonist,GRIN3A LBD mod,NALP3 yeast inh,beta cell repl,MPTP inh,TIM10 inh,tim10-1 inh,APJ ag
CCCCC(O)(CCCC)C(=O)NNc1ccccc1,5,25,-1,-1,-1,-0.1,-6,-14,-5
O=C(COC(=O)/C=C/c1ccccc1Cl)NCCc1ccc(Cl)cc1Cl,11,-1,-3,-3,0,2.8,16,11,-3
CCOC(=O)C1CCN(c2c(NCCN3CCN(c4ccccc4)CC3)c(=O)c2=O)CC1,-11,12,0,23,4,-0.5,-1,-17,0
CCNCCNC(=O)c1c(O)c2ccccc2n(CC)c1=O,20,11,4,33,-1,-4.0,10,-21,-5
O=C(O)C1CCCN1C(=O)C1CCN(S(=O)(=O)c2cccc(C(F)(F)F)c2)CC1 (stereo not given),3,21,0,13,0,-1.6,-1,-15,-3
CCN=c1scc(-c2ccc(F)cc2)n1/N=C/c1ccccn1,58*,-7,-3,2,-6,4.1,20,-4,-2
COc1ccc(CCN2C(=NC(=O)CC(C)C)SC3CS(=O)(=O)CC32)cc1 (stereo not given),-13,13,0,1,-1,-1.5,-18,10,0

# Screens: PubChem BioAssay, Sanford-Burnham Center for Chemical Genomics
